EPAC2 ag: activates human EPAC2 exchange factor | 0.079% of 360,000 active | Potency, µM (series often up to 154 µM), for inactives: top-dose activation, most hits filed as activators | Q8WZA2 | EPAC2 activation, biochemical qHTS; response scale: 100% = 6.5 mM cAMP response; further: nearly all actives have a fitted effect of over 50% in size
Target sequence (Q8WZA2 whole entry, looked up): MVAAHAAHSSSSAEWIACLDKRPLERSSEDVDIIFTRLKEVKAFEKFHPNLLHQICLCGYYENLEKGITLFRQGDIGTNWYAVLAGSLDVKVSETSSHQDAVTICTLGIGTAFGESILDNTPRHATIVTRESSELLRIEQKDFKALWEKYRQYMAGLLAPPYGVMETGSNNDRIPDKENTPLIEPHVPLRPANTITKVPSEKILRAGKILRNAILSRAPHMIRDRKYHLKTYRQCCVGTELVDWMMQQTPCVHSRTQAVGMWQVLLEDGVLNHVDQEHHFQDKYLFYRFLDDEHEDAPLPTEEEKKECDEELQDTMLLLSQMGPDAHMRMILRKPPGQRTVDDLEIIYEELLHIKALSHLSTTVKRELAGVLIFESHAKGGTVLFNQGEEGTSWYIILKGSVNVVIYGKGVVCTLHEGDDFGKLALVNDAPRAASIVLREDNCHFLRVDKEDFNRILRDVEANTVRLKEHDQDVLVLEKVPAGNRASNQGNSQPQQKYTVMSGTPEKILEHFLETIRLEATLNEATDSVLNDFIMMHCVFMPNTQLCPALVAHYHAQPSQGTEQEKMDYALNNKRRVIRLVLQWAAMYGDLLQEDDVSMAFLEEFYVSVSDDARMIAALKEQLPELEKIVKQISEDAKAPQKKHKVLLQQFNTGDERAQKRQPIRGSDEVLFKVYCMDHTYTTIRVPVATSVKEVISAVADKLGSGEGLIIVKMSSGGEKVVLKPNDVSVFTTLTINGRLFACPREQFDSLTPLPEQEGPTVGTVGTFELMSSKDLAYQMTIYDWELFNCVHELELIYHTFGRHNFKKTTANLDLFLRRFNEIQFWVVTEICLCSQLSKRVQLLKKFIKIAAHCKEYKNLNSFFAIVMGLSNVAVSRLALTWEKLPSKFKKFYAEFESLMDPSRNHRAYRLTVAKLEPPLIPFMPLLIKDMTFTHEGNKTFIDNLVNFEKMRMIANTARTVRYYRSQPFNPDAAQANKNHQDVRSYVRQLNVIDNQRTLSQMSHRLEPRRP
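Compounds were added across a concentration range to EPAC2 (100 nM), RAP1B-BODIPY-GDP (250 nM) and GDP (50 uM). After 5 min at room temperature, fluorescence was recorded at 5-min intervals for 30 min.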
aSyn rescue: alpha-synuclein toxicity inhibition in yeast | Potency, µM (doses to about 46.1 µM), for inactives: at the top dose growth rescue (activation), hits mostly activators | 0.14% of 370,000 active | Yeast expressing alpha-synuclein, growth rescue, BacTiter-Glo, 24 h; further: % of control where 0% means no effect; nearly all actives have a fitted effect of over 65% in size
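Readout is rescue of growth in alpha-synuclein-expressing yeast, so inhibitors of toxicity appear as activators. Growth after 24 hr at 30 deg C in galactose medium is quantified by luminescence.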
EPAC1 agonist: activates human EPAC1 exchange factor. O95398. EPAC1 agonist qHTS, biochemical assay; response scale: 100% = response to 6.5 mM cAMP. Potency, µM (titrated, usually from 154 µM), for the others: at the top dose activation, actives largely listed as activators. 0.073% of 360,000 active. AID 720707; further: nearly all actives have a fitted effect of over 60% in size
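Fluorescent GDP-exchange assay: 100 nM EPAC1 with 250 nM Rap1B preloaded with BODIPY-GDP and 50 uM GDP; compounds tested as concentration series, 5 min at room temperature, then read every 5 min for 30 min (ex 480/em 540 nm); normalized to 6.5 mM cAMP.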
TDP43 rescue: inhibitors of TDP-43 toxicity in yeast | Potency, µM (top dose mostly 46.1 µM), for inactives: top-dose growth rescue (activation), most hits filed as activators | TDP-43 expressing yeast growth rescue, BacTiter-Glo, 24 h | 1.8% of 410,000 active; further: % of control where 0% means no effect; nearly all actives have a fitted effect of over 50% in size
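Yeast cells expressing TDP-43 under galactose induction are exposed to compounds for 24 hr at 30 deg C. BacTiter-Glo luminescence measures growth, so protective compounds score as activators.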
PTHR1 agonist: agonists of human PTHR1 parathyroid hormone receptor | AID 743266 | 0.075% of 410,000 active | HEK293 GP2 PTHR1 cells, GloSensor cAMP luminescence, 1 h | Q03431 | Potency, µM (titrated, usually from 115 µM), for the others: top-dose activation, usual class: activators; further: nearly all actives have a fitted effect of over 55% in size; some results filed as inactive show a strong effect at the top dose; inactives centre near -15; many of its hits are not listed in these tables
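HEK-293-derived GP2 cells expressing PTHR1 and a GloSensor cAMP reporter, 3,000/well, plated overnight, given luciferin plus IBMX (each 0.5 mM as added) for 1 h at 37 °C, then compound for 1 h at 37 °C. Luminescence was read after 15 min at room temperature.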
FUS yeast rescue: FUS proteinopathy suppression in yeast; S. cerevisiae FUS-expressing, growth rescue, OD600, 24 h; Potency, µM (series often up to 76.6 µM), inactives show at the highest dose growth rescue (activation), hits mostly activators; 0.24% of 390,000 active; AID 1347120;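 further: plate controls were DMSO vehicle for no effect and reference control for full effect; nearly all actives have a fitted effect of over 55% in size; some results filed as inactive show a strong effect at the top dose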
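Quantitative HTS measuring growth restoration of FUS-toxic yeast. Galactose-induced cells (OD 0.005) were exposed 24hr at 30C to compounds at several concentrations, then absorbance at 600 nm was recorded.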
EPAC1 antagonist: EPAC1 (human) antagonism; O95398; EPAC1 GEF assay, Rap1b-BODIPY-GDP exchange fluorescence; Potency, µM (doses to about 115 µM), for inactives: top-dose activity change, negative = inhibition, hits mostly inhibitors; 0.14% of 360,000 active; AID 720709;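 further: plate controls were vehicle for no effect and positive control for full effect; nearly all actives have a fitted effect of over 50% in size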
EPAC2 antag: blocks human EPAC2 exchange factor. Q8WZA2. EPAC2 GEF exchange of Rap1B-BODIPY-GDP, fluorescence. Potency, µM (highest dose often 114 µM), for the others: at the highest dose activity, negative = inhibition, most hits filed as inhibitors. 0.18% of 360,000 active; further: on the % scale 0 is the no-effect control and ±100 the full control effect; nearly all actives have a fitted effect of over 45% in size; many of its hits are not listed in these tables
* = called active by the depositor; i = inactive; ? = inconclusive; nt = not tested or not shown; & = joins results of further samples; [ ] = another dose, or the depositor's remark. The call rests on the fitted dose curve; in most records, active means well fitted curve in the direction sought with a large enough effect; inconclusive means small, poorly fitted or top-dose-only effect, or another doubt; inactive means no such curve, though single readings can be large; an effect the other way counts as inactive or inconclusive. Potency means the concentration at half of the fitted maximal effect.

SMILES	EPAC2 ag	aSyn rescue	EPAC1 agonist	TDP43 rescue	PTHR1 agonist	FUS yeast rescue	EPAC1 antagonist	EPAC2 antag
CCCn1c(SCC(=O)Nc2ccccc2Oc2ccccc2)n[nH]c1=O	-5%	9%	5%	7%	-29%	5%	-12%	-7%
Cc1cc(C)c(C)c(S(=O)(=O)N2CCC(C(=O)Nc3ccc(S(=O)(=O)N4CCOCC4)cc3)CC2)c1C	1%	8%	12%	12%	-65%[inhibitor]	32%	-25%	-1%
CCC(=O)c1c[nH]c(C(=O)NCc2cccs2)c1	1%	0%	4%	-13%	i	-22%	-19%	5%
CCN(CC)CCCNC(=O)c1cn(C)c2ccc(S(=O)(=O)N(C)C)cc2c1=O	9%	3%	2%	8%	-5%	1%	-29%	2%
Clc1ccccc1N1CCN(c2ncnc3nc[nH]c23)CC1	-1%	0%	4%	?	i	-6%	0%	5%
Cc1ccc([N+](=O)[O-])cc1NC(=O)c1c(-c2ccccc2)noc1C	-6%	0%	-10%	2%	i	-9%	-15%	-2%
CC(C)COC(=O)/C(C#N)=C/c1c[nH]c2ccccc12	28%	-6%	19%	-5%	-34%[inhibitor]	nt	-10%	33%[activator]
O=C1[C@H]2[C@H](ON3CCCC[C@H]23)C(=O)N1c1cccc(C(F)(F)F)c1	-5%	8%	-7%	8%[9.22 µM]	i	-4%	-16%	17%
CCOC(=O)C1(O)CC(C)=NN1C(=O)c1cccc(Cl)c1 (centres undefined)	-13%	-13%	-13%	8%	i	-11%	13%	10%
CN(C)c1cccc(C(=O)OCC(=O)NC2CCCC2)c1	9%	-5%	-13%	1%	4%	-4%	17%	12%
CCN1/C(=C2/SC(=S)NC2=O)Sc2ccccc21	7%	-5%	-2%	9%	-14%	-7%	-29%	3%
COc1ccc(N2C(=O)CC(Sc3nc(C)cc(C)n3)C2=O)cc1OC (centres undefined)	1%	-2%	4%	12%	-53%[inhibitor]	-21%	8%	1%
CCn1ccc(C(=O)Nc2sc3c(c2C(=O)OC)CCC3)n1	7%	0%	7%	?	-15%	1%	5%	-19%
COc1ccc(CC(C)N2CCN(c3cccc(C(F)(F)F)c3)CC2)cc1OC (centres undefined)	8%	0%	24%	-14%	-34%[inhibitor]	-10%	-16%	-21%
O=c1c2c(nc3cc(-c4ccc(Br)cc4)[nH]n13)CCCC2	6%	9%	-6%	-12%	-80%[inhibitor]	21%	?	?
CC(OC(=O)Cn1cnc2ccccc2c1=O)C(=O)N(C)c1ccccc1 (centres undefined)	-1%	-1%	44%	1%	i	20%	-18%	1%
CC(=O)c1c(C)[nH]c(C(=O)Nc2nc(-c3ccccc3)c(C)s2)c1C	-1%	-6%	-1%	8%	-17%	-23%	-1%	9%
CN1/C(=C\C(=O)COC(=O)CNC(=O)c2ccc3ccccc3c2)C(C)(C)c2ccccc21	4%	12%	1%	21%	-28%	33%	-14%	7%
COc1ccc(Nc2nc(-c3ccccc3)nc3ccccc23)cc1S(=O)(=O)N1CCOCC1	5%	2%	-5%	10%	-20%	-8%	-6%	5%
COc1ccc(N(C(=O)c2snc(C(N)=O)c2N)C(C(=O)NC2CCCC2)c2cccs2)cc1OC (centres undefined)	3%	-1%	-14%	-7%	i	41%	50µM*	-16%
COc1ccccc1Sc1ccccc1/C=N/NC(N)=O	-1%	-2%	-1%	-6%	-20%	-1%	-4%	13%
O=Cc1ccc(OCc2cn(CC(=O)c3ccc(O)cc3)nn2)cc1	10%	0%	-7%	13%	-17%	-18%	0%	7%
O=C(NC1CC1)C1CCN(C2CCN(C(=O)c3c(F)cccc3Cl)CC2)CC1	4%	-14%	-6%	-11%	-21%	15%	-9%	4%
COc1cc2cc(CN(Cc3cccnc3)C(=O)Nc3ccccc3)c(=O)[nH]c2cc1OC	4%	-7%	-2%	-8%	-5%	28%	10%	9%

Retrieved one by one from the list above (three):
SMILES	EPAC2 ag	aSyn rescue	EPAC1 agonist	TDP43 rescue	PTHR1 agonist	FUS yeast rescue	EPAC1 antagonist	EPAC2 antag
COc1ccc(Nc2nc(-c3ccccc3)nc3ccccc23)cc1S(=O)(=O)N1CCOCC1	5%	2%	-5%	10%	-20%	-8%	-6%	5%
CC(=O)c1c(C)[nH]c(C(=O)Nc2nc(-c3ccccc3)c(C)s2)c1C	-1%	-6%	-1%	8%	-17%	-23%	-1%	9%
O=c1c2c(nc3cc(-c4ccc(Br)cc4)[nH]n13)CCCC2	6%	9%	-6%	-12%	-80%[inhibitor]	21%	?	?

(more compounds)
SMILES	EPAC2 ag	aSyn rescue	EPAC1 agonist	TDP43 rescue	PTHR1 agonist	FUS yeast rescue	EPAC1 antagonist	EPAC2 antag
CCOC(=O)C1=CCN(S(=O)(=O)c2ccc(F)cc2)C1c1ccc(C)cc1 (centres undefined)	13%	-1%	-6%	6%	-46%[inhibitor]	31%	-26%	-14%
CCCn1c2ccc(C)cc2c2nnc(SCCN3CCCCC3)nc21	1%	0%	4%	-15%&3%	1%	18%&-8%	2%	-1%
CN(c1ccccc1)S(=O)(=O)c1cccc(C(=O)NCCCN2CCCC2=O)c1	7%	-7%	1%	-22%	-14%	16%	-10%	4%
Cc1ccc(CSc2nnc(-c3cccc(S(=O)(=O)N4CCOCC4)c3)n2CC(C)C)cc1	7%	11%	2%	0%	-19%	nt	-27%	-12%
COc1ccc(OCc2nnc(SC(C)C(=O)Nc3ccc(N4CCOCC4)cc3)n2C)cc1 (centres undefined)	3%	-5%	11%	-26%	-7%	20%	11%	22%
O=C(Nc1ccccc1)c1cc2n(n1)C(C(F)(F)F)CC(C1CC1)N2 (centres undefined)	3%	0%	-8%	?	-12%	26%	4%	6%
O=C(Cc1cccc2ccccc12)Nc1ccccc1	2%	8%	11%	18%	-71%	12%	1%	-7%
COC(=O)c1c(C)[nH]c(C(=O)CSc2ncnc3sc(-c4ccccc4)cc23)c1C	5%	-7%	6%	3%	i	nt	-16%	-1%
O=C(CSCc1ccccc1)N1CCN(c2ccccc2)CC1	-3%	1%	-1%	17%	i	nt	12%	20%
O=C(COC(=O)c1ccc(Cl)nc1)NCc1ccc(F)cc1	-4%	-4%	-7%	-22%	-13%	10%	?	18%
O=C(NC1CCCCC1)C(c1cccnc1)N(CCc1ccccc1)C(=O)Cc1cccs1 (centres undefined)	0%	2%	2%	-12%	-24%	nt	11%	-5%
O=C(CCN1C(=O)/C(=C\c2ccccc2F)SC1=S)N1CCCCC1	-2%	0%	4%	11%	-27%	-5%	26%	8%
CCOc1ccc(C(=O)NC2CCN(C(=O)Nc3ccc(F)cc3)CC2)cc1	5%	0%	-1%	-3%	i	-30%	7%	8%
O=S(=O)(C/C(=C/CO)S(=O)(=O)c1ccccc1)c1ccccc1	2%	14%	0%	-9%	-27%[57.5 µM]	21%	7%	8%
Cc1cccc(C(=O)OCC(=O)NCc2cccs2)c1	10%	0%	14%	-22%	-19%	-4%	12%	-6%
CC1(C)CC(N2CCC(=O)NC2=S)CC(C)(C)N1	-2%	-12%	10%	-20%	i	-3%	-10%	-3%
CN(Cc1ccccc1)C(=O)c1ccc(NC(=O)Cc2ccc(NC(=O)C3CCCN(C(=O)CCc4ccccc4)C3)cc2)cc1 (centres undefined)	11%	0%	-11%	26%	-47%	43%	1%	1%
Cc1cc2oc(=O)c3c(c2cc1OC(=O)c1ccco1)CCCC3	?	0%	6%	-13%	-3%[57.5 µM]	-21%	0%	8%
O=C(c1ccc(Cn2cc([N+](=O)[O-])cn2)o1)N1CCCCCC1	2%	-8%	8%	-6%	i	-3%	17%	-3%
Cc1c(OCC(=O)NC2CC(C)(C)NC(C)(C)C2)ccc2c1oc(=O)c1ccccc12	6%	2%	19%	12%	i	34%	12%	3%
Cn1ccc(C(=O)NC(=S)N2CCSCC2)n1	4%	1%	4%	-12%	-17%	16%	1%	-10%
COc1ccc(/C=N/c2nc3ccccc3n2C)cc1OC	-6%	1%	1%	-5%	-1%[57.5 µM]	-31%	5%	-1%
CCOC(=O)c1ccc2c(c1)NC(=O)C(N1CCN(c3ccc(OC)cc3)CC1)S2 (centres undefined)	2%	-1%	4%	0%	-25%	-16%	-5%	?
Cc1ccc2c(c1)C(N1CCCC1=O)CC(c1ccco1)N2 (centres undefined)	-6%	-23%	7%	-30%	-10%	-2%	-20%	-3%
COc1ccc(C2/C(=C(/O)c3ccccc3)C(=O)C(=O)N2c2ccccn2)cc1 (centres undefined)	-1%	0%	2%	-7%	-6%	-14%	32%	8%
O=C(NNC(=S)Nc1ccccc1)c1ccc2ncccc2c1	0%	2%	-4%	-15%	i	29%	2%	32%
O=c1[nH]cnc2c1ncn2[C@@H]1O[C@H](CO)[C@@H](O)[C@H]1O	9%	-1%	-23%	0%	i	-28%	-16%	8%
O=C(Cn1cnc2c(cnn2-c2ccccc2)c1=O)Nc1ccc(S(=O)(=O)N2CCOCC2)cc1	13%	-19%	7%	-8%	-15%	nt	-4%	1%
COc1ccc(NC(=O)/C=C/c2cccc(F)c2)cn1	2%	-14%	18%	2%	-32%[inhibitor]	3%	8%	-1%
CCOc1ccc(N(C(=O)c2snc(C(N)=O)c2N)C(C(=O)NCC2CCCO2)c2ccco2)cc1 (centres undefined)	6%	2%	-3%	-11%	i	7%	-1%	-17%
COc1ccc(C(=O)CSc2nc3nc(C)cc(C)n3n2)cc1OC	2%	6%	4%	-21%	8%[57.5 µM]	5%	-3%	4%
CCCCn1c(SCC(=O)NC2CCCC2)nnc1-c1ccco1	4%	1%	5%	0%	-11%	-6%	8%	0%
Cc1ccc(N2C(=O)CSC2c2c(F)cccc2Cl)cc1 (centres undefined)	15%	17%	9%	17%	-14%[57.5 µM]	19%	14%	11%
Cc1ccc2c(c1)N(C(=O)CCC(=O)NCc1cccnc1)CCO2	4%	-1%	16%	-5%	i	-24%	-14%	20%
Cc1cccc(C)c1NC(=O)C1(C)CSCC(=O)N1CCc1ccc(O)cc1 (centres undefined)	-5%	5%	-2%	3%	10%	-5%	-1%	-8%
CC(C(=O)NCc1cccc(Cl)c1)N1C(=O)c2ccccc2C1=O (centres undefined)	14%	0%	5%	-5%	i	16%	-3%	1%
COCCCNC(=S)N/N=C/c1ccc(N(C)C)cc1	7%	0%	7%	24%	i	8%	0%	1%

Marked active in EPAC1 antagonist, of those listed so far:
SMILES,EPAC2 ag,PTHR1 agonist,EPAC1 antagonist,EPAC2 antag
COc1ccc(N(C(=O)c2snc(C(N)=O)c2N)C(C(=O)NC2CCCC2)c2cccs2)cc1OC (centres undefined),3%,i,50µM*,-16%

Only part of the results is shown; the hit share may differ from the screen's.
